# BRCT PPI green: qHTS Assay for Inhibitors of BRCT-Phosphoprotein Interaction (Green Fluorophore); BRCA1 BRCT-phosphopeptide binding, green fluorescence polarization; Potency, µM (top dose mostly 76.9 µM), for inactives: at the top dose activity change, negative = inhibition, usual class: inhibitors; AID 875, 2007; 75,000 compounds, 0.05% hits; Breast cancer type 1 susceptibility protein (Homo sapiens), P38398;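 also: potency is read from the fitted curve at half-maximal effect; plate controls were peptide without protein for full effect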
#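 Compounds were incubated for 12 min at room temperature with a complex of 100 nM fluorescein-tagged pBACH1 decapeptide and 250 nM His-tagged BRCT protein. Buffer was phosphate pH 7.3 with EDTA, DTT and Tween 20. Disruption of binding lowers the polarization signal.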
# Epigenetic mod: qHTS Assay for Epigenetic Modulators; mouse C127i GFP locus derepression, cytometry, 30 h; 68,000 compounds, 0.09% hits; Potency, µM (series often up to 46.1 µM), inactives show at the top dose GFP derepression (activation); also: % of control where 0% means no effect
#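 Derepression screen: silenced CMV-GFP reporter in murine C127i cells, 30 h compound incubation at 37 C, washed cells imaged by laser-scanning cytometer to enumerate GFP-expressing objects of 20 to 120 um.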
# CRE-bla Fsk: Cell signaling CRE-BLA (Fsk stim); CHO CRE-bla reporter (cAMP response element driving beta-lactamase), forskolin EC10, beta-lactamase ratio; Potency, µM (series often up to 38.2 µM), inactives show top-dose activity change, negative = inhibition, most hits filed as activators; 71,000 compounds, 2.5% hits; AID 662, 2007; active = well fitted activation curve with a large enough effect in the signal ratio, with a control signal flat, not every such curve was filed as active; inconclusive = small, poorly fitted or top-dose-only effect, or effect the other way, or a change in a side signal; the % refers to the signal ratio; also: potency is read from the fitted curve at half-maximal effect; % of control where 0% means no effect
#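 Cells were plated overnight at 37 °C, exposed to compound titrations plus EC10 NKH 477 for 3 h, then given CCF4 dye for 2 h at room temperature. Blue/green (460/530 nm) ratio was converted to %Activity and AC50 values calculated.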
# ALOX15 inhib: qHTS Assay for Inhibitors of 15-hLO (15-human lipoxygenase); Polyunsaturated fatty acid lipoxygenase ALOX15 (Homo sapiens), P16050; purified 15hLO-1, xylenol orange hydroperoxide absorbance; Potency, µM (series often up to 57.1 µM), for inactives: at the top dose activity change, negative = inhibition, actives largely listed as inhibitors; 74,000 compounds, 1.4% hits; AID 887, 2007; also: potency is read from the fitted curve at half-maximal effect; % is scaled to controls: 0 for no effect and ±100 for the full control effect; nearly all actives have a fitted effect of over 55% in size
# Target sequence (P16050 whole entry, looked up): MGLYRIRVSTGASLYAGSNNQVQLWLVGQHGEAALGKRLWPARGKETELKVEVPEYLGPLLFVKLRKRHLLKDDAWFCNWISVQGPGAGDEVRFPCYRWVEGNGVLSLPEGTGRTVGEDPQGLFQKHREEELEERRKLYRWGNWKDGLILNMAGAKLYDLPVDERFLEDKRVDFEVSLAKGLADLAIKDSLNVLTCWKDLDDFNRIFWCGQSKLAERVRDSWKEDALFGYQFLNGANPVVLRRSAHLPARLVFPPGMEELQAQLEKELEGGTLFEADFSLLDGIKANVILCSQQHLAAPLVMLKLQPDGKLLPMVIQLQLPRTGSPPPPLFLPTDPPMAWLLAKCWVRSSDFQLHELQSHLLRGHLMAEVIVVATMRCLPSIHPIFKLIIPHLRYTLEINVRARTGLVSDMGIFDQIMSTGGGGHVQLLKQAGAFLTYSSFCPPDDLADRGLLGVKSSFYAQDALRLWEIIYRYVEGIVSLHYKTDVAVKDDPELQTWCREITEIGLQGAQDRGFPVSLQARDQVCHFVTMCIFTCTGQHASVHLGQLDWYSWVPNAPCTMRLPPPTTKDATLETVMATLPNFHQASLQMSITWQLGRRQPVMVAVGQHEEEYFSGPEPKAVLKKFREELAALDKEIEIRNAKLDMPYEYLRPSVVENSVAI
#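 Hydroperoxide formed from arachidonic acid (50 uM) by purified human 15hLO-1 (40 nM) oxidizes ferrous iron, and the ferric-xylenol orange complex is read at 573 versus 405 nm. Compounds were preincubated 15 min; reaction ran 6 min at room temperature.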
# BRCT inh red: qHTS Assay for Inhibitors of BRCT-Phosphoprotein Interaction (Red Fluorophore); BRCT-phosphopeptide binding, red fluorescence polarization; Potency, µM (doses to about 76.9 µM), inactives show at the highest dose activity change, negative = inhibition, usual class: inhibitors; 75,000 compounds, 0.03% hits; also: % is scaled to controls: 0 for no effect and ±100 for the full control effect
#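 Rhodamine-labelled pBACH1 10-mer (100 nM) bound to BRCT domain (100 nM) at pH 7.3; compounds incubated 12 min room temperature, polarization read. Free peptide defines full inhibition; unlabelled decapeptide titrated as control.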
# HBB splice mod: qHTS Assay for Modulators of Hemoglobin Beta Chain Splicing | HBB splicing reporter cell assay, activation; EGFP reporter with mutant IVS2-654 intron; response scale: normalised to 500 nM splice-correcting PNA | Potency, µM (doses to about 46.1 µM), inactives show at the highest dose activation, most hits filed as activators | 65,000 compounds, 0.06% hits | AID 925, 2007; also: potency is read from the fitted curve at half-maximal effect; 0% is about no effect
#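 Compounds were applied for 2 days to HeLa EGFP-654 cells, 500/well in Optimem with 2% FCS. The reporter's EGFP is disrupted by mis-splicing of beta-globin intron IVS2-654. Readout: summed well GFP fluorescence from 488 nm laser scanning; reference was 500 nM antisense […] 654 PNA.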
# Ub-GFP proteasome: Ubiquitin-GFP Assay. Ubiquitin-GFP reporter cells, proteasome inhibition, GFP fluorescence; response scale: untreated = 0%, 10 µM MG-132 = 100%. Potency, µM (doses to about 45.9 µM), for the others: at the highest dose activation (GFP accumulation), actives largely listed as activators. 67,000 tested, under 10 active; active = well fitted activation curve with a large enough effect, not every such curve was filed as active; inconclusive = small, poorly fitted or top-dose-only effect, or another doubt; inactive = no such curve, though single readings can be large or run the other way; also: potency is read from the fitted curve at half-maximal effect
#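 Proteasome block read as GFP accumulation: ubiquitin(G76V)-GFP U2OS cells exposed to compound (2.9 nM–46 uM) for 4 hr at 37 C. Normalization used untreated cells as 0% and 10 uM MG-132 as 100%; concentration-response curves fitted.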
# USP2a inh: qHTS Assay for Inhibitors of Ubiquitin-specific Protease USP2a; 60,000 compounds, 0.1% hits; Potency, µM (doses to about 38.3 µM), for the others: top-dose activity change, negative = inhibition, most hits filed as inhibitors; Ubiquitin carboxyl-terminal hydrolase 2 (Homo sapiens), O75604; USP2a enzymatic assay, qHTS inhibition;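 also: potency is read from the fitted curve at half-maximal effect; nearly all actives have a fitted effect of over 60% in size; plate controls were DMSO for no effect and NEM full inhibition control for full effect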
#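 USP2 core (20nM final) preincubated 30 min RT with compound, then Ub-PLA2 20nM and NBD C6-HPC 20uM final added; buffer 20mM Tris-HCl pH 8.0, 2mM CaCl2. Fluorescence Ex 460/Em 535 read at 0 and 2.5 h; normalized to NEM.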
# HADH2 inhib: qHTS Assay for Inhibitors of HADH2 (Hydroxyacyl-Coenzyme A Dehydrogenase, Type II) | 3-hydroxyacyl-CoA dehydrogenase type-2 (Homo sapiens), Q99714 | 73,000 compounds, 3.4% hits | recombinant HADH2, NADH fluorescence, beta-hydroxybutyryl-CoA | AID 886, 2007 | Potency, µM (doses to about 57.1 µM), without a hit: top-dose activity change, negative = inhibition, hits mostly inhibitors; also: potency is read from the fitted curve at half-maximal effect; % is scaled to controls: 0 for no effect and ±100 for the full control effect; nearly all actives have a fitted effect of over 60% in size; many of its hits are not listed in these tables
# Target sequence (Q99714 whole entry, looked up, one chain of several): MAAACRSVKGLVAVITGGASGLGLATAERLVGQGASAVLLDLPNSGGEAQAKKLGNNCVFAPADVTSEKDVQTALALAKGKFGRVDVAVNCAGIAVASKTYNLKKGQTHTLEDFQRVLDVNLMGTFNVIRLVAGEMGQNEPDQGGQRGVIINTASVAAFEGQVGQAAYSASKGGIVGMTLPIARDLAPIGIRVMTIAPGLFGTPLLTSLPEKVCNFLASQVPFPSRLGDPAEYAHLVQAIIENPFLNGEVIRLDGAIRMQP
#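 His-tagged recombinant enzyme from E. coli, 20 nM, preincubated 15 min RT with compound; reaction started with 1 mM NAD+ and 90 uM beta-hydroxybutyryl-CoA in 100 mM Tris-HCl pH 9.0. NADH fluorescence (ex 360/em 450) read over 4 min; last-minus-first difference.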
# Hsp90 Hop PPI: qHTS Assay for Disrupters of an Hsp90 Co-Chaperone Interaction; AlphaScreen TPR2A-His6 binding biotin-Hsp90 C-terminal peptide; Potency, µM (highest dose often 57 µM), without a hit: at the top dose activity change, negative = inhibition; 71,000 compounds, 0.44% hits; AID 595, 2007; active = well fitted curve in either direction with a large enough effect; inconclusive = small, poorly fitted or top-dose-only effect, or another doubt; also: potency is read from the fitted curve at half-maximal effect; % is scaled to controls: 0 for no effect and ±100 for the full control effect; many of its hits are not listed in these tables
# DNA Pol III inh: qHTS Assay for Inhibitors of DNA Polymerase III Holoenzyme System. reconstituted DNA polymerase III holoenzyme replication, biochemical. Potency, µM (titrated, usually from 57.1 µM), without a hit: at the top dose activity change, negative = inhibition. 71,000 compounds, 0.25% hits; also: potency is read from the fitted curve at half-maximal effect; % is scaled to controls: 0 for no effect and ±100 for the full control effect
#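 Reconstituted *E. coli* holoenzyme (0.35 nM Pol III, 1 nM beta, 154 nM SSB, 2 nM primase) was preincubated with compound for 15 min at RT. Synthesis on 1.4 nM ssM13Gori ran 35 min, then was stopped with PicoGreen/EDTA and read as dsDNA fluorescence.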
# * = called active by the depositor; ? = inconclusive; . = not tested or not shown; [ ] = remark or other dose. Unless noted, calls follow the shape of the dose curve; as a rule, active = well fitted curve in the direction sought with a large enough effect; inconclusive = small, poorly fitted or top-dose-only effect, or another doubt; inactive = no such curve, though single readings can be large; an effect the other way counts as inactive or inconclusive. Only part of the results is shown. The share of hits here may be higher or lower than overall.
SMILES,BRCT PPI green,Epigenetic mod,CRE-bla Fsk,ALOX15 inhib,BRCT inh red,HBB splice mod,Ub-GFP proteasome,USP2a inh,HADH2 inhib,Hsp90 Hop PPI,DNA Pol III inh
CCc1nc(SCC(=O)Nc2cc(C)on2)c2c(C)c(C)sc2n1,-1.6%,0%,2.5µM*,3%,-1.0%,0.0%[57.5 µM],2%,6%,-2%,-7%,?
Cc1ccc(C)c(CN2C(=O)C3(OCCCO3)c3ccccc32)c1,0.5%,22%,-13%,-1%,0.1%,4.9%[1.84 µM],19%,11%,9%,17%,1%
Cc1cc(C(=O)Nc2ccc(S(=O)(=O)N3CCCC3)cc2)cs1,-0.2%,0%,?,-9%,-0.3%,1.4%,5%,31%[activator],6%,0%,-4%
CCCOC(=O)CSc1nnc(-c2cc(OC)c(OC)c(OC)c2)o1,-1.7%,-2%,?,2%,0.5%,0.7%,-9%,8%,12%,-1%,-8%
O=C(Nc1nnc(C2CCCCC2)s1)c1cccs1,-5.9%,0%,4%,7%,-1.7%,-2.0%[57.5 µM],-5%,-11%,-10%,-4%,-4%
CCOc1cc(S(=O)(=O)N2CCN(CC)CC2)ccc1Cl,2.2%,-5%,9%,2%,0.6%,-0.6%,17%,10%,3%,-4%,-4%
c1ccc(CN2C3=NCCCN3c3ccccc32)cc1,1.2%,-3%,?,-6%,-1.0%,-1.2%,-1%,-3%,3%,0%,1%
CC(=O)OCCNC(=O)Cn1cnc2c1c(=O)n(C)c(=O)n2C,-1.0%,3%,-3%,2%,0.6%,-0.1%[57.5 µM],-2%,-2%,2%,1%,1%
Cc1cccn2c(=O)c3cc(C#N)c(=NC(=O)c4ccncc4)n(CCCOC(C)C)c3nc12,-1.9%,2%,13µM*,?,0.1%,2.8%[1.84 µM],0%,35%[activator],2µM*,-8%,-3%
CC(=O)N(C)C1(c2nnnn2CCOC(=O)Nc2cccc3ccccc23)CCCC1,-0.7%,0%,-7%,1%,0.6%,-0.5%,-1%,-3%,11%,-4%,-2%
CC1C(C#N)=C(N)OC2=C1C(=O)CC(C)(C)C2 (configuration not stated),-2.1%,5%,-4%,2%,0.8%,1.5%,-3%,-9%,-4%,-3%,1%
COc1ccc(NC(=O)CSc2nccn2-c2cccc(OC)c2)cc1,-0.8%,2%,-3%,-4%,-1.8%,-0.9%,7%,0%,3%,-14%,0%
CCNS(=O)(=O)c1ccc(NC(=O)Nc2cccc(OC)c2)cc1,0.1%,0%,-10%,?,0.5%,0.2%,-3%,14%,8%,-2%,3%
COc1ccc(C2C(C#N)=C(N)Oc3cc(O)ccc32)cc1OC (configuration not stated),2.9%,-2%,?,10µM*,0.2%,0.0%[57.5 µM],-2%,-3%,?,-3%,1%
CN1CCN(S(=O)(=O)c2ccc(-c3ccccc3)cc2)CC1,0.5%,-3%,-9%,-1%,1.9%,-0.7%,4%,16%,13%,-5%,8%
Cc1onc(-c2ccccc2)c1C(=O)NCCc1c[nH]c2ccccc12,-2.3%,-4%,?,-5%,-0.3%,-0.6%,-5%,2%,3%,-4%,-10%
Cc1ccc(C(=O)NC(Cc2c[nH]c3ccccc23)C(=O)O)o1 (configuration not stated),-1.2%,-2%,-2%,-4%,0.8%,0.6%,10%,-18%,-7%,-1%,0%
CCN(CCCNC(=O)CCc1nc(-c2ccc(C)cc2)no1)c1cccc(C)c1,0.5%,3%,?,?,-2.2%,-0.1%,-2%,-2%,-3%,-8%,-2%
CN(C)CCCNc1ncnc2nc[nH]c12,0.0%[15.4 µM],0%[9.22 µM],-3%[7.6 µM],23%[11.4 µM],-0.8%[15.4 µM],-0.7%[9.22 µM],0%[9.17 µM],.,-3%[11.4 µM],0%[11 µM],6%[11.4 µM]
Cc1cccc(Cn2c(=O)c3c(nc4n3CCCN4Cc3ccccc3)n(C)c2=O)c1,-4.1%,2%,-14%,-15%,1.2%,-1.1%[0.369 µM],.,8%,8%,-2%,-12%
O=c1c(CCc2ccccc2)nc2cnc(N3CCOCC3)nc2n1Cc1cccs1,-2.2%,0%[9.22 µM],14%,-24%,0.3%,0.8%,18%,218%[activator],-3%,-2%,-2%
COc1ccc(-n2c(N3CCN(C)CC3)nc3sc4c(c3c2=O)CCCCC4)cc1,-1.5%,4%,-2%,-12%,-0.7%,-5.3%[57.5 µM],2%,23%,8%,-4%,-4%
CC(C)(C)c1ccc(-c2noc(CCC(N)=O)n2)cc1,-1.0%,-2%,5%,6%,-0.9%,-0.1%[57.5 µM],-1%,-1%,9%,0%,1%
CCOC(=O)Cc1nnc(NC(=O)COc2ccc(C)cc2)s1,1.7%,0%,4%,12%,0.8%,0.5%[57.5 µM],-4%,34%[activator],-9%,-3%,-3%
COc1ccc2[nH]cc(CCNc3nc(-c4ccoc4)nc4ccccc34)c2c1,0.9%,0%[9.22 µM],?,-6%,1.0%,0.7%,-1%,?,-15%,-12%,0%
CCO/C=C/C(=O)N(C)CCC#N,-1.1%,3%,8%,-4%,1.5%,1.4%[57.5 µM],-1%,-10%,11%,-1%,-8%
CCCNC(=O)COC(=O)c1ccc(S(=O)(=O)N2CCCCCC2)cc1,-2.0%,0%,-2%,6%,1.0%,-0.2%[57.5 µM],-2%,5%,1%,0%,-3%
CC(C)Cn1c(CN2CCCCC2C)nc2c1c(=O)n(C)c(=O)n2C (configuration not stated),-2.0%,.,-6%,-5%,0.7%,0.0%,0%,.,10%,1%,-4%
CCc1c(C)nc(SCC(=O)N2CCc3ccccc32)[nH]c1=O,-1.6%,1%,3%,-16%,0.2%,1.1%,8%,-4%,20%,-5%,-3%
O=C(NC(Nc1ncccn1)C(=O)c1ccccc1)c1ccccc1 (configuration not stated),-1.0%,7%,-4%,-2%,-0.1%,3.1%,-7%,6%,-10%,2%,-6%
Cc1ccccc1NC(=O)c1ccc(S(=O)(=O)N(C)C)cc1,-0.6%,.,4%,3%,0.5%,-0.4%,1%,.,4%,1%,-1%
COc1ccc(Cl)cc1NC(=O)c1cnc2sccn2c1=O,-1.2%,.,?,7%,-0.9%,0.0%,7%,.,3%,-1%,-5%
CCC(=O)c1ccccc1OCCSc1nc(C)cc(=O)[nH]1,-1.0%,3%,?,0%,0.5%,1.3%,-1%,1%,?,0%,1%
Cc1cc(N2CCOCC2)nc(SCC(=O)c2ccc(Cl)cc2)n1,0.8%,-1%,10µM*,-19%,-1.1%,-1.2%,-2%,12%,-27%,-2%,-5%
O=C(c1ccco1)N1CCN(c2nc3ccccc3n3nnnc23)CC1,3.4%,0%,?,?,-4.6%,6.0%,-10%,43%[activator],-8%,-2%,2%

# Some of these compounds in order of length of the SMILES, high to low.
SMILES,BRCT PPI green,Epigenetic mod,CRE-bla Fsk,ALOX15 inhib,BRCT inh red,HBB splice mod,Ub-GFP proteasome,USP2a inh,HADH2 inhib,Hsp90 Hop PPI,DNA Pol III inh
COc1ccc2[nH]cc(CCNc3nc(-c4ccoc4)nc4ccccc34)c2c1,0.9%,0%[9.22 µM],?,-6%,1.0%,0.7%,-1%,?,-15%,-12%,0%
Cc1cc(N2CCOCC2)nc(SCC(=O)c2ccc(Cl)cc2)n1,0.8%,-1%,10µM*,-19%,-1.1%,-1.2%,-2%,12%,-27%,-2%,-5%
COc1ccc(Cl)cc1NC(=O)c1cnc2sccn2c1=O,-1.2%,.,?,7%,-0.9%,0.0%,7%,.,3%,-1%,-5%

# High-throughput results (PubChem BioAssay)
